Myeloid diff MLP – induction of myeloid progenitor differentiation, primary screen, cell-based, flow cytometry, MLPCN library. ER-HoxA9 myeloid progenitors, lysozyme-GFP differentiation. calls only at 10 µM. 1% of 360,000 active. AID 624256, 2012;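 active means normalized GFP-positive differentiation at or above the plate's own cutoff, the solvent-only control mean plus 3 SD; inconclusive means no clear call, values can overlap the other calls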;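 further: cells exposed to compound for four days before flow analysis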
T cell HTS – modulators of CD8 T cell-vesicle binding, primary screen, mouse 2C CD8+ T cells, flow cytometry; 0.068% of 330,000 active; AID 2052, 2009; calls only at 7 µM; 2C CD8+ T cell-vesicle binding; active compounds read low;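 active means response, share of CD8 T cells binding vesicles, and their 90th percentile fluorescence all below set limits, cut at about 80% in these data, passing the limit was not always enough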
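material = purified 2C TCR transgenic mouse naive CD8+ T cells | controls = Unloaded micro-vesicles (low), QL9 vesicles with 0.7% DMSO (high) | detection = cytometric PE anti-B7-1 and Alexa647 anti-CD8 signals after 1% paraformaldehyde fixation | incubation = binding step 1.5 h, 37 °C, antibody labelling 20 min, ice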
GPR55 activation – GPR55 agonists via beta-arrestin recruitment, primary screen, imaging, U2OS cells, beta-arrestin-GFP redistribution (AID 1961); activation, % at 10 µM; hits with a dose series show EC50 in µM; G-protein coupled receptor 55 (Homo sapiens); U2OS GPR55 beta-arrestin-GFP redistribution imaging; higher % means a stronger effect; 0.048% of 290,000 active;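 active means activation above 40% with more than 50 cells counted in the well; inconclusive means wells holding fewer than 50 cells, flagged as toxic or sparse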;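 further: U2OS osteosarcoma cells stably expressing GPR55 and beta-arrestin-GFP; plate controls were DMSO negative control for no effect and LPI positive control for full effect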
HEK293 NOD2/NF-kB – NOD2 signaling inhibitors, cell-based, luminescence, uHTS, HEK293 (AID 1566). HEK293 NOD2/NF-kB luciferase reporter, luminescence; higher % means a stronger effect. inhibition, % at 4 µM; hits with a dose series show EC50 in µM. 0.63% of 290,000 active; further: many of its hits are not listed in these tables
NTR1 agonist – agonists of NTR1, primary screen, imaging, U2OS cells, beta-arrestin-GFP, high content (AID 493036); Neurotensin receptor type 1 (Homo sapiens), P30989; NTR1-U2OS beta-arrestin-GFP spot imaging, agonist mode; activation, % at 20 µM; 0.17% of 330,000 active;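 active means activation at or above 40% of the spot to cytoplasm intensity ratio, with at least 20 cells analyzed; inconclusive means wells under 20 cells, flagged as cytotoxic or low count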;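 further: 0% = DMSO without peptide and 100% = 100 nM NTR1 peptide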
Target sequence (P30989 whole entry, looked up): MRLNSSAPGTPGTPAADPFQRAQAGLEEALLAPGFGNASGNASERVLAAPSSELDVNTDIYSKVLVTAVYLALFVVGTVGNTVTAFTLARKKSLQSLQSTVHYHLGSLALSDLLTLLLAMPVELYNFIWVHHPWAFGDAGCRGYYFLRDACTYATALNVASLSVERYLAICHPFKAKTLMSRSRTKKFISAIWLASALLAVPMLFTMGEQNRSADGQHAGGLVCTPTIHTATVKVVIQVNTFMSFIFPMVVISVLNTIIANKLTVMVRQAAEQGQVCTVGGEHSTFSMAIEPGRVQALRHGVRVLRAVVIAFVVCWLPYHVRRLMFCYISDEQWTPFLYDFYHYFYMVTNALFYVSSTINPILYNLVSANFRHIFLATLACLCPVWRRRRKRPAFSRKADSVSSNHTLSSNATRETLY
NOD1 NF-kB reporter – NOD1 signaling inhibitors, primary screen, cell-based, luminescence, uHTS (AID 1578) | inhibition, % at 4 µM; hits with a dose series show EC50 in µM | 1% of 290,000 active | NOD1-driven NF-kB luciferase reporter cells, luminescence; higher % means a stronger effect; in the data active means inhibition mostly above about 36%, no sharp cut-off; inactive means mostly below about 34%;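 further: HEK-293T reporter cells stimulated with the NOD1 agonist gamma-tri-DAP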
GPR55 LPI antagonism – GPR55 antagonists blocking LPI-driven arrestin recruitment, primary screen, imaging, U2OS, beta-arrestin-GFP, LPI agonist (AID 2013); G-protein coupled receptor 55 (Homo sapiens); U2OS GPR55 beta-arrestin-GFP translocation imaging, LPI antagonism; higher % means a stronger effect; inhibition, % at 10 µM; hits with a dose series show IC50 in µM; 0.13% of 290,000 active;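 active means spots per cell inhibited over 60%, with over 100 cells counted and total cytoplasm intensity under 500,000; inconclusive means wells with under 100 cells, flagged as likely toxic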;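 further: U2OS cells stably carrying GPR55 and arrestin-GFP stimulated by 5 µM LPI near EC80; imaged beta-arrestin-GFP aggregate spots per cell after agonist stimulation; plate controls were LPI-stimulated DMSO wells for no effect and DMSO wells without LPI for full effect; some results filed as inactive read as strong as hits; confirmed hits need IC50 under 10 µM and bright autofluorescent wells are also inconclusive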
KOR beta-arrestin-1 – KOR antagonists, beta-arrestin recruitment, cell-based, luminescence, uHTS (AID 1778); Kappa-type opioid receptor (Homo sapiens); KOR beta-arrestin recruitment, luminescence, antagonist mode; higher % means a stronger effect; inhibition, % at 10 µM, or IC50 in µM where a hit was titrated; 0.091% of 290,000 active; further: strong numbers were not always called active
KOR beta-arrestin-2 – KOR agonists, beta-arrestin recruitment, primary screen, cell-based, luminescence, uHTS (AID 1777); Kappa-type opioid receptor (Homo sapiens); KOR beta-arrestin recruitment, luminescence; higher % means a stronger effect; one-dose activation, % at 10 µM; EC50 in µM for titrated hits; 0.02% of 280,000 active; in the data active means activation above about 50%, passing the limit was not always enough; further: a part of the inactive calls stands beside numbers as strong as those of hits
T cell HTS vesicle-bound % – second read-out of T cell HTS, no call of its own (marks repeat the call); double positive events, %; measured here: CD8+ vesicle-bound cell fraction;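 binding gate set so that unloaded-vesicle control wells show 10% double positive cells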
NTR1 agonist cell count 20 µM – further read-out of NTR1 agonist, marked with its call; cell count; measured here: cell count, cytotoxicity flag
Myeloid diff MLP GFP+ MAC1+ % – second read-out of Myeloid diff MLP, no call of its own (marks repeat the call); GFP+ MAC1+ double positive, %; measured here: differentiation confirmed by MAC1 staining
Starred values were filed as active, the others as inactive; i = inactive; ? = inconclusive; . = not tested or not shown. Unless noted, no stated cut-off is given here; in the data, active means inhibition above about 50%; inactive means the rest. This is a subset. The share of hits here may be higher or lower than overall.

SMILES	Myeloid diff MLP	Myeloid diff MLP GFP+ MAC1+ %	T cell HTS	T cell HTS vesicle-bound %	GPR55 activation	HEK293 NOD2/NF-kB	NTR1 agonist	NTR1 agonist cell count 20 µM	NOD1 NF-kB reporter	GPR55 LPI antagonism	KOR beta-arrestin-1	KOR beta-arrestin-2
COc1ccc(CN=Cc2[nH]c3ccc(Br)c(Cl)c3c2O)cc1	i	6.4	i	51	2.1%	6%	-4.0	47	-21%	?	28%	-1.6%
COCc1nc2ccccc2n1Cc1ccc(Br)cc1	i	1.0	i	22	-0.1%	-22%	-0.2	42	-27%	-1%	-19%	2.1%
Cc1cc(NC(=O)CSc2cc(Cl)ccc2Cl)n(-c2ccccc2)n1	i	0.2	i	59	-0.1%	-7%	0.6	99	2%	-25%	16%	4.5%
O=C(OCCN1CCOCC1)c1ccc2c(c1)OCCO2	i	1.1	i	40	0.1%	-22%	-0.3	52	-19%	13%	6%	9.2%
O=C(Nc1ccccc1N1CCOCC1)c1ccc(Br)o1	i	2.3	i	46	-0.1%	-5%	3.3	82	22%	-16%	-34%	-0.3%
O=c1cc(O)c2ccc(O)cc2o1	i	1.3	i	24	-0.2%	5%	1.5	92	-17%	-8%	-20%	0.8%
O=C(NNC(=O)c1ccccc1[N+](=O)[O-])c1ccccc1[N+](=O)[O-]	i	0.6	i	55	0.2%	13%	1.5	64	-12%	16%	9%	-1.7%
c1ccc(CSc2ccc3nnc(-c4cccnc4)n3n2)cc1	i	0.5	i	49	0.5%	16%	10	80	-14%	-4%	-37%	1.5%
CCOC(=O)c1[nH]c2ccc(Cl)cc2c1NC(=O)c1nonc1C	i	0.8	i	47	0.2%	1%	0.1	55	-7%	6%	-11%	1.5%
COC(=O)/C(=C/Nc1ccc(O)cc1)[N+](=O)[O-]	i	0.0	i	18	-0.1%	14%	-2.4	78	2%	8%	8%	-2.4%
O=C(Oc1cccc2cccnc12)c1ccc(N2C(=O)C3C4CCC(C4)C3C2=O)cc1 (configuration not stated)	i	0.7	i	18	0.2%	19%	8.8	60	-4%	5%	20%	6.4%
Nc1cccc2c1nnn2C1OC(CO)C(O)C(O)C1O (configuration not stated)	i	3.1	i	41	-0.1%	-5%	-1.5	58	-9%	12%	23%	-4.5%
O=C(O)CS(=O)(=O)c1ccc(Oc2ccc(S(=O)(=O)CC(=O)O)cc2)cc1	.	.	i	21	-0.6%	-3%	1.1	82	-23%	16%	-32%	7.5%
CC1(C)CC2CC(C)(CN2C(=O)c2ccc([N+](=O)[O-])cc2)C1 (configuration not stated)	i	0.2	i	19	0.2%	25%	-0.2	46	-25%	-7%	-6%	-1.6%
CC(=O)N1N=C(c2ccccc2)CC1c1cccs1 (configuration not stated)	i	0.2	i	14	0.0%	-16%	-1.1	92	-14%	2%	7%	-2.7%

The last 2 compounds of the section above are carried over, then new ones follow:
SMILES	Myeloid diff MLP	Myeloid diff MLP GFP+ MAC1+ %	T cell HTS	T cell HTS vesicle-bound %	GPR55 activation	HEK293 NOD2/NF-kB	NTR1 agonist	NTR1 agonist cell count 20 µM	NOD1 NF-kB reporter	GPR55 LPI antagonism	KOR beta-arrestin-1	KOR beta-arrestin-2
CC1(C)CC2CC(C)(CN2C(=O)c2ccc([N+](=O)[O-])cc2)C1 (configuration not stated)	i	0.2	i	19	0.2%	25%	-0.2	46	-25%	-7%	-6%	-1.6%
CC(=O)N1N=C(c2ccccc2)CC1c1cccs1 (configuration not stated)	i	0.2	i	14	0.0%	-16%	-1.1	92	-14%	2%	7%	-2.7%
O=[N+]([O-])c1nn(-c2ccc(Cl)cc2)n(O)c1=NCc1ccncc1	i	0.3	i	27	0.6%	-18%	-1.6	57	-26%	-2%	6%	0.3%
CN1C2=CC=CC=CC2=[N+](C)C12C=CC(=[N+]([O-])[O-])C=C2[N+](=O)[O-] (configuration not stated)	i	0.3	i	32	0.2%	5%	-0.3	53	-36%	5%	37%	-5.3%
COc1ccc(OC)c(/C=N/NC(=O)C(=O)N2CCCC2)c1	i	1.5	i	32	-0.1%	8%	-0.3	49	-9%	0%	-17%	-2.3%
CCOC(=O)c1c(NC(C)=O)sc2c(OC)c(Br)ccc12	i	2.4	i	54	0.0%	-7%	-0.2	59	-17%	-9%	1%	5.4%
COc1ccc2c(c1)O[C@@H](c1cccc(C(F)(F)F)c1)[C@H](OC(=O)N[C@H]1CCCc3ccccc31)C2=O	.	.	i	52	0.1%	13%	3.7	55	-2%	4%	-28%	0.2%
CCN(CC)S(=O)(=O)c1ccc2oc(C(=O)N3CCCCCC3)c(C)c2c1	i	0.5	i	30	-0.1%	17%	0.3	85	-8%	11%	12%	4.4%
CCc1sc(-c2c(C#N)c(N)nc3c2CCCCCC3)cc1[N+](=O)[O-]	i	0.3	i	31	0.3%	5%	12	80	-27%	.	-18%	-1.3%
COc1ccc(-c2cc(C(=O)N(C)Cc3ccccc3F)c3ccccc3n2)cc1OC	?	.	i	61	0.0%	8%	10	64	-25%	13%	-20%	-1.6%
Cc1ccc(-c2onc3ccc(C4OCCO4)cc23)cc1	i	0.3	i	48	-0.2%	-19%	0.3	46	-21%	0%	-14%	5.0%
CSc1nnc([C@H](C)NC(=O)OC(C)(C)C)o1	i	1.8	i	42	-0.1%	8%	-0.1	101	-10%	10%	9%	-2.7%
CCS(=O)(=O)N1CCC(NC(=O)c2cc(OC)cc(OC)c2)CC1	i	0.6	i	27	-0.1%	-2%	0.4	50	-15%	3%	5%	0.7%
COc1ccc(-c2nc(C=O)cs2)cc1	i	0.7	i	34	-0.2%	-2%	-1.5	44	-1%	14%	-7%	-2.9%
CCOC(=O)c1c(C)[nH]c(C)c1C(=O)CSc1nnc(N)s1	i	0.0	i	44	1.1%	-5%	-0.8	44	-35%	-9%	-46%	2.5%
NC(=O)c1ccccc1NS(=O)(=O)Cc1ccccc1	i	0.6	i	36	-0.3%	-7%	-0.8	60	-6%	-15%	-6%	-0.3%
Cc1cc(C)nc(NC(=O)c2c(-c3ccccc3Cl)noc2C)c1	i	0.2	i	20	0.0%	2%	-1.3	66	-19%	2%	-40%	2.6%
CCOC(=O)NCN1C(=O)C2C3C=CC(C3)C2C1=O (configuration not stated)	i	1.6	i	5	-0.2%	7%	0.4	51	19%	2%	12%	0.0%
CC(=O)C(=Cc1ccc(C(=O)O)cc1)C(C)=O	i	0.3	i	47	-0.4%	12%	1.0	98	-18%	0%	6%	-0.2%
COc1ccccc1CCNC(=O)C1CCC(=O)N(C2CCCCCC2)C1 (configuration not stated)	i	0.8	i	66	-0.1%	8%	0.2	69	-9%	0%	-13%	3.1%
CS(=O)(=O)c1ccc(Cl)c(NC(=O)C2CC(=O)N(Cc3ccccc3)C2)c1 (configuration not stated)	i	0.5	i	33	-0.1%	7%	-1.0	88	2%	10%	21%	-3.0%
O=C(CN1CCN(c2cccc(Cl)c2)CC1)N1CCCC1	i	0.0	i	67	-0.1%	-11%	0.5	57	-6%	-4%	15%	-2.3%
COC(=O)c1ccccc1OCCOc1ccccc1C(=O)OC	i	2.9	i	45	0.2%	7%	-0.8	92	8%	10%	23%	-2.0%
CC(C)c1nnc(NC(=O)Cc2cccs2)s1	i	2.8	i	37	0.3%	28%	0.8	89	7%	7%	18%	-4.4%
COC(=O)COc1ccc(S(=O)(=O)Nc2cc(OC)ccc2OC)cc1	.	.	.	.	-0.1%	-7%	.	.	0%	-19%	-108%	3.9%
O=C(c1cc(-c2ccc(Br)cc2)on1)N1CCCCCC1	i	1.1	i	24	0.6%	-101%	-0.8	39	-80%	5%	-34%	5.1%
O=S(=O)(c1ccc(Cl)cc1)c1nc(-c2ccco2)oc1N1CCCCC1	i	1.7	i	7	0.3%	18%	3.0	57	17%	11%	-35%	-0.4%
CN(C)S(=O)(=O)c1ccc(C(=O)NCC(=O)N/N=C/c2ccccc2)cc1	i	0.7	i	41	0.6%	8%	0.4	93	-6%	-3%	-6%	-1.0%
CCCN(CCC)S(=O)(=O)c1ccc(Cl)c([N+](=O)[O-])c1	i	0.5	i	37	0.6%	-9%	-1.6	44	1%	16%	-7%	3.8%
Cc1cc(N)n(-c2ccc(S(=O)(=O)N3CCCC3)cc2[N+](=O)[O-])n1	i	0.0	i	52	-1.9%	-9%	-0.7	55	-2%	7%	34%	-0.9%
Cc1ccc(-c2cc(-c3cccs3)[nH]n2)c(O)c1	i	1.0	i	12	-0.2%	-71%	4.8	61	-63%	-2%	13%	-3.5%
O=C(CC1CCCCC1)NCc1ccccn1	i	0.6	i	10	-0.1%	-2%	1.1	77	-23%	6%	35%	12%
CC1=NN(c2ccccc2)C(=O)C1N=Nc1ccccc1 (configuration not stated)	i	0.3	i	46	0.2%	-54%	3.7	88	-73%	10%	-10%	6.8%
COc1cccc(/C=N/n2c(SC)nnc2-c2ccccc2)c1OC	i	0.8	i	12	0.7%	16%	3.0	44	-27%	-7%	-9%	-5.9%
O=C(CCc1nnc(CCC2CCCCC2)o1)NCc1ccon1	i	0.0	i	22	0.0%	-20%	-2.3	34	-34%	7%	-26%	-1.5%
S=C(Nc1ccc(Br)cc1)N1CCn2cccc2C1c1cccnc1 (configuration not stated)	i	0.8	.	.	-0.4%	7%	.	.	-21%	6%	-2%	5.8%
CN(c1ccccc1)S(=O)(=O)c1ccc(Cl)c(C(=O)Nc2nc3ccccc3[nH]2)c1	i	0.8	i	33	-0.2%	-2%	-0.8	59	4%	2%	5%	2.0%
NS(=O)(=O)c1ccc(CCNC(=O)CCC2COc3ccccc3O2)cc1 (configuration not stated)	i	0.2	i	53	0.9%	12%	-1.1	49	-18%	7%	13%	-0.1%
COC(=O)[C@H](Cc1c[nH]c2ccccc12)NC(=O)CCCc1c[nH]c2ccccc12	i	0.3	i	56	0.0%	6%	0.1	95	2%	0%	14%	-4.5%
O=C(O)Cc1ccc(O)c(O)c1	i	1.6	i	27	-0.1%	5%	3.4	62	-1%	11%	15%	2.5%
Clc1ccc(CNc2ccccn2)cc1	i	0.4	i	39	0.3%	-24%	0.0	56	-14%	1%	2%	-4.3%
